NCI-60 one-dose screen, 48 h, at 10 µM unless noted. Numbers give growth in % (100 = growth as untreated, 0 = no growth, -100 = all killed).
NCI-H322M: NCI-H322M lung cancer; 80,000 compounds, 2.7% hits; AID 1794733
SNB-75: SNB-75 CNS cancer; 79,000 compounds, 5% hits
HCT-15: HCT-15 colon cancer. AID 1794746. 82,000 compounds, 5.2% hits
COLO 205: COLO 205 colon cancer | 79,000 compounds, 7.3% hits
KM12: KM12 colon cancer cells | 82,000 compounds, 5% hits | AID 1794800
SW-620: SW-620 colon cancer. 82,000 compounds, 5.2% hits. AID 1794795
HT29: HT29 colon cancer. 81,000 compounds, 7.4% hits. AID 1794748
HCT-116: HCT-116 colon cancer; 82,000 compounds, 7.3% hits; AID 1794798
HCC-2998: HCC-2998 colon cancer | 79,000 compounds, 4.7% hits
Numbers without * were called inactive; · = no result given; & = joins results of further samples. The calls were made as follows: active = growth percent below 10; inactive = the rest.

structure | HCT-116 | HCC-2998 | HCT-15 | NCI-H322M | KM12 | HT29 | COLO 205 | SW-620 | SNB-75
Cc1cc2c(cc1Cl)ncn2C | 105 | 113 | 97 | 98 | 105 | 114 | 115 | 105 | 79
CCN(CC)CCCNc1cc(OC)cc2cccnc12 | 100 | 111 | 100 | 107 | 97 | 92 | 84 | 101 | 111
CNC1=C(Br)C(=O)c2c(C(=O)OC)c(C)nc(C)c2C1=O | 25 | 70 | 37 | 81 | 62 | 20 | 31 | 48 | 139
Cc1ccc[n+](CC(=O)c2ccc([N+](=O)[O-])cc2)c1 | 104 | 105 | 106 | 102 | 102 | 105 | 119 | 100 | 106
Cn1c(=O)cc(OCC(=O)N/N=C/c2ccccc2)c2ccccc21 | 96 | 108 | 104 | 95 | 109 | 112 | 113 | 102 | 101
COc1cccc(-c2nc3sccn3c2-c2ccnc(NCCCNS(=O)(=O)c3ccccc3)n2)c1 | 39 | 94 | 30 | 75 | 43 | 29 | 21 | 75 | 93
CC1(C)c2[nH]c3ccccc3c2C[C@]2(C)[C@H]3C(=O)C=C4[C@@H]5C[C@@](C)(C(N)=O)CC[C@]5(C)CC[C@@]4(C)[C@]3(C)CC[C@@H]12 | 46 | 79 | 66 | 66 | 67 | 56 | 47 | 79 | 89
CCN(Cc1ccccc1)c1cccc(C)c1 | 97 | 100 | 108 | 102 | 102 | 116 | 106 | 106 | 88
CCNC(=O)C1CCCN1C(=O)C(CCCN=C(N)N)NC(=O)C(CC(C)C)NC(=O)C(CC(C)C)NC(=O)C(Cc1ccc(O)cc1)NC(=O)C(CO)NC(=O)C(Cc1c[nH]c2ccccc12)NC(=O)C(Cc1cnc[nH]1)NC(=O)C1CCC(=O)N1 (configuration not stated) | 95 | 94 | 102 | 119 | 104 | 97 | 95 | 89 | 90
COc1cccc(NC2=CC(=O)C(C)=C(C)C2=O)c1 | 11 | · | 92 | 102 | 98 | 98 | 103 | 102 | 100
Cc1ccc2nc(-c3ccc(C(=O)N/N=C/c4ccc(N(C)C)cc4)cc3)[nH]c2c1 | 87 | 101 | 91 | 101 | 76 | 109 | 98 | 63 | 98
O=C(O)CC1S/C(=N/N=C/c2nc3ccccc3s2)NC1=O (configuration not stated) | 71 | 106 | 77 | 106 | 91 | 114 | 135 | 104 | 97
O=CN1N=C(c2ccc(Cl)cc2)CC1c1cccc(Nc2ccnc3cc(C(F)(F)F)ccc23)c1 (configuration not stated) | 56 | 77 | 71 | 82 | 59 | 58 | 60 | 90 | 75
O=[N+]([O-])c1cc(F)cc(F)c1Nc1ccc(F)cc1 | 101 | 104 | 110 | 106 | 112 | 104 | 123 | 106 | 85
CS(=O)(=O)c1ccc(C(=O)N/N=C/c2ccccc2Cl)cc1 | 94 | 96 | 102 | 99 | 100 | 104 | 91 | 97 | 85
COc1ccc(/C=C2\Oc3cc(OCCCN4CCCCC4)ccc3C2=O)cc1OC | 76 | 108 | 76 | 92 | 94 | 59 | 98 | 85 | 79
NC1=NN(c2ccccc2)C(=O)/C1=C\n1c(=S)[nH]c2ccccc21 | 104 | 108 | 108 | 99 | 104 | 107 | 99 | 112 | 87
CC(C(=O)c1ccccc1)C(O)c1ccccn1 (configuration not stated) | 100 | 93 | 96 | 108 | 104 | 107 | 109 | 99 | 82
O=C(O)CCCC(=O)Nc1ccc(NC(=O)Nc2ccc(Cl)c(C(F)(F)F)c2)cc1 | 107 | 105 | 112 | 98 | 100 | 85 | 111 | 102 | 103
Nc1ccc(S(=O)(=O)c2ccc(N)cc2)cc1 | 95&107 | 108&98 | 106&114 | 82&97 | 109&106 | 98&106 | 95&115 | 92&108 | 88
N#CC1OC(COC(=O)c2ccccc2)C(OC(=O)c2ccccc2)C1OC(=O)c1ccccc1 (configuration not stated) | 96 | 109 | 98 | 106 | 104 | 108 | 105 | 106 | 89
COc1cc2c3c(c1O)-c1ccccc1[C@@H]1OC(=O)N(CC2)[C@@H]31 | 97 | 92 | 100 | 119 | 105 | 97 | 109 | 96 | 80
COc1cc(Br)cc(C=O)c1O | 101 | 128 | 93 | 114 | 108 | 109 | 114 | 117 | 93
CN(C)C(=O)OC1CCCCC1 | 104 | 117 | 101 | 103 | 94 | 110 | 109 | 101 | 76
COc1ccc2[nH]cc(/C=N/Nc3ccc(Br)cn3)c2c1 | 8.6* | 10 | 7.0* | 44 | -0.6* | 23 | 37 | 19 | 44
COc1ccc(C(=O)/C=C/c2ccc3ccccc3c2)cc1S(N)(=O)=O | -98* | -77* | -87* | 11 | -74* | -26* | -76* | -43* | -15*
COC(=O)c1cc(-c2ccccn2)[nH]c(=O)c1C#N | 102 | 102 | 94 | 99 | 104 | 105 | 116 | 98 | 84
Nc1cc(Cl)nc(N)n1 | 105 | 114 | 101 | 101 | 115 | 103 | 117 | 101 | 84
O=C(O)c1ccc(Cl)cc1Nc1ccc(F)cc1 | 73 | 82 | 54 | 38 | 75 | 101 | 96 | 95 | 84
Cc1ccc(-c2nc3ccccn3c2/C=C2/C(=O)Nc3ccc(Cl)cc32)cc1 | 55 | 81 | 69 | 89 | 70 | 91 | 112 | 76 | 78

structure | HCT-116 | HCC-2998 | HCT-15 | NCI-H322M | KM12 | HT29 | COLO 205 | SW-620 | SNB-75
CCc1c(N)nc(N)nc1Nc1ccccc1Cl | 101 | 90 | 93 | 112 | 91 | 96 | 106 | 93 | 111
O=C(CNc1nc(-c2cccc([N+](=O)[O-])c2)cs1)Nc1ccccc1 | 108 | 112 | 106 | 99 | 101 | 112 | 113 | 105 | 99
O=C(Nc1ccc(CN2CCOCC2)c(C(F)(F)F)c1)c1nc2ccc3[nH]ncc3c2c2c1CCCC2 | 79 | 116 | 82 | 102 | 84 | 75 | 83 | 99 | 128
Oc1cc(C(Nc2ncccn2)c2cc3c(cc2O)OCO3)ccc1F (configuration not stated) | 102 | 102 | 101 | 96 | 103 | 106 | 111 | 106 | 86
N#Cc1nc(-c2ccccc2)oc1S(=O)(=O)NCC(c1ccc(Cl)cc1)N1CCCCC1 (configuration not stated) | 27 | 107 | 35 | 85 | 81 | 25 | 79 | 27 | 94
Cc1ccc2c(c1)C(=O)/C(=C/c1c[nH]c3ccccc13)S2 | 14 | 66 | 30 | 72 | 35 | 56 | 68 | 29 | 41
Cc1[nH]c(-c2nc3ccccc3[nH]2)c(C)c1C(=O)N1CCCCC1 | 105 | 102 | 94 | 93 | 102 | 102 | · | 92 | 89
COc1ccc(-n2cc(-c3ccc(OC)c(OC)c3)n(C(C)=O)c2=O)cc1 | 99 | 114 | 149 | 95 | 106 | 105 | 121 | 109 | 99
CN(C(=O)C12CC3CC(CC(C3)C1)C2)c1ccc(OS(N)(=O)=O)cc1 | 99 | 102 | 99 | 116 | 102 | 99 | · | 104 | 96
Nc1c(C(=O)c2ccc(Cl)cc2)sc2nc3c(cc12)CCCC3 | 94 | 102 | 76 | 89 | 94 | 89 | 103 | 96 | 102
CC1=NN(C2=NC(=O)/C(=C/c3cn(-c4ccccc4)nc3-c3ccccc3)S2)C(c2ccc(N(C)C)cc2)C1 (configuration not stated) | 91 | 112 | 99 | 102 | 102 | 107 | 127 | 140 | 121
CC(C)(C)CC(=O)O | 104 | 105 | 106 | 89 | 104 | 104 | 100 | 100 | 89
C=C1C(=O)O[C@H]2[C@H]1CC/C(COC(=O)NCc1ccccc1OC)=C\CC[C@@]1(C)O[C@@H]21 | -26* | 94 | · | 93 | 62 | -3.8* | -35* | 0.3* | 77
O=C1C2=C(Nc3cc(Cl)ccc3N2)OC1c1c[nH]c2ccc(COc3ccccc3)cc12 (configuration not stated) | 72 | 84 | 82 | 65 | 87 | 86 | 111 | 85 | -2.6*
COCCCNc1nc(NC(=O)c2cc(Br)cc(C(F)(F)F)c2)cc(-c2cccnc2)n1 | 86 | 114 | 86 | 100 | 105 | 84 | 96 | 87 | 115
Cc1cccc(NC(c2cc3cccc4ccc5cccc2c5c43)c2nnnn2C(C)(C)C)c1C (configuration not stated) | 70 | 100 | 89 | 86 | 96 | 82 | 102 | 94 | 94
Cc1cc2nc(N)c3c4ccccc4cn3c2cc1C | 88 | 117 | 86 | 78 | 95 | 96 | · | 93 | 95
CC1CCCC(C)C1CO (configuration not stated) | 100 | 101 | 107 | 111 | 102 | 105 | 116 | 106 | 102
CCC(=O)OC(C)COc1ccccc1 (configuration not stated) | 93 | 96 | 106 | 108 | 107 | 104 | 110 | 112 | 115
CN(C)CCCNc1c2ccccc2nc2c1oc1ccc(Cl)cc12 | 22 | -44* | -31* | 24 | 26 | -34* | 14 | 9.9* | 38
CC(=O)Nc1nc(NC(C)=O)nc(-c2ccccc2)n1 | 104 | 95 | 103 | 113 | 97 | 109 | 107 | 110 | 91
C#CCOC(=O)C(N)CSSCC(N)C(=O)O (configuration not stated) | 92 | 101 | 108 | 91 | 108 | 102 | 104 | 85 | 76
CC(=O)N1N=C(c2ccc(Br)cc2)CC1c1cn(-c2ccccc2)nc1-c1ccc(OCc2ccccc2)cc1 (configuration not stated) | 85 | 106 | 98 | 104 | 99 | 96 | 94 | 103 | 81
NS(=O)(=O)c1ccc(Nc2nc(Nc3ccccc3)nc3n[nH]c(=S)n23)cc1 | 97 | 90 | 102 | 98 | 100 | 100 | 110 | 101 | 79
O=C1O[C@H]2c3ccccc3-c3c4c(cc5c3[C@@H]2N1CC5)OCO4 | 92 | 94 | 99 | 110 | 100 | 92 | 96 | 94 | 70
COC(=O)c1ccc(Cn2cc(CSc3nc4ccccc4o3)nn2)cc1 | 93 | 104 | 103 | 98 | 100 | 110 | 117 | 101 | 92
Cc1ccc(C(=O)NNC(=O)c2sc3ncc(-c4ccc(Br)cc4)n3c2C)cc1 | 100 | 104 | 96 | 109 | 92 | 105 | 124 | 105 | 121
NCC(=O)N/N=C/c1ccc([N+](=O)[O-])o1 | 91 | 102 | 96 | 84 | 96 | 107 | 108 | 107 | 112

Of the compounds above, ten contain an aryl methoxy group:
structure | HCT-116 | HCC-2998 | HCT-15 | NCI-H322M | KM12 | HT29 | COLO 205 | SW-620 | SNB-75
CCN(CC)CCCNc1cc(OC)cc2cccnc12 | 100 | 111 | 100 | 107 | 97 | 92 | 84 | 101 | 111
COc1cccc(-c2nc3sccn3c2-c2ccnc(NCCCNS(=O)(=O)c3ccccc3)n2)c1 | 39 | 94 | 30 | 75 | 43 | 29 | 21 | 75 | 93
COc1cccc(NC2=CC(=O)C(C)=C(C)C2=O)c1 | 11 | · | 92 | 102 | 98 | 98 | 103 | 102 | 100
COc1ccc(/C=C2\Oc3cc(OCCCN4CCCCC4)ccc3C2=O)cc1OC | 76 | 108 | 76 | 92 | 94 | 59 | 98 | 85 | 79
COc1cc2c3c(c1O)-c1ccccc1[C@@H]1OC(=O)N(CC2)[C@@H]31 | 97 | 92 | 100 | 119 | 105 | 97 | 109 | 96 | 80
COc1cc(Br)cc(C=O)c1O | 101 | 128 | 93 | 114 | 108 | 109 | 114 | 117 | 93
COc1ccc2[nH]cc(/C=N/Nc3ccc(Br)cn3)c2c1 | 8.6* | 10 | 7.0* | 44 | -0.6* | 23 | 37 | 19 | 44
COc1ccc(C(=O)/C=C/c2ccc3ccccc3c2)cc1S(N)(=O)=O | -98* | -77* | -87* | 11 | -74* | -26* | -76* | -43* | -15*
COc1ccc(-n2cc(-c3ccc(OC)c(OC)c3)n(C(C)=O)c2=O)cc1 | 99 | 114 | 149 | 95 | 106 | 105 | 121 | 109 | 99
C=C1C(=O)O[C@H]2[C@H]1CC/C(COC(=O)NCc1ccccc1OC)=C\CC[C@@]1(C)O[C@@H]21 | -26* | 94 | · | 93 | 62 | -3.8* | -35* | 0.3* | 77

One compound at a time, as listed above. Screens in order: HCT-116	HCC-2998	HCT-15	NCI-H322M	KM12	HT29	COLO 205	SW-620	SNB-75
COc1cccc(-c2nc3sccn3c2-c2ccnc(NCCCNS(=O)(=O)c3ccccc3)n2)c1 across the screens: 39	94	30	75	43	29	21	75	93
C#CCOC(=O)C(N)CSSCC(N)C(=O)O (configuration not stated) across the screens: 92	101	108	91	108	102	104	85	76

Screening data deposited in PubChem BioAssay by NCI.
